SKN-1 block = blocks SKN-1 activity in C. elegans. C. elegans VP596 Pgst-4::GFP/RFP ratio, acrylamide-induced, 24 h. inhibition, % at 21.8 µM. hit rate 0.49% among 360,000. AID 624304;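 active = interference check ratio from 0.5 to 1.5 plus GFP to RFP signal ratio inhibition reaching or exceeding a fixed threshold, cut at about 30% in these data, passing the limit was not always enough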; note: some compounds called inactive have numbers as strong as hits
eLon inh = inhibitors of E. coli Lon protease | P0A9M0 | purified E. coli Lon protease, fluorescence polarization | inhibition, % at 7.94 µM | hit rate 0.42% among 360,000; in the data active = inhibition above about 13%, passing the limit was not always enough;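 note: 0% = enzyme with probe and DMSO and 100% = no enzyme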
MT1-MMP act inh = MT1-MMP (human) activation inhibition; GFP/RFP ratio change, % at 20 µM; HT1080 RFP-PRO-GFP cells, GFP/RFP ratio fluorescence, overnight; percent of plate control window, DMSO zero; hit rate 0.061% among 360,000; P50281;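 active = GFP/RFP ratio change of at least 30% with cell ATP level not reduced by more than half and red fluorescence within 50% of control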; note: strong numbers were not always called active
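Material – HT1080 RFP-PRO-GFP cells · Control set – DMSO wells and RFP-L50D-GFP cells · Incubation – overnight cell settling, then overnight compound exposure, 37 °C, 5% CO2 · Compound dosing – single-point 20 µM compound, 1% DMSO · Read-out – GFP/RFP fluorescence ratio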
MsrA inh = bovine MsrA inhibition | inhibition, % at 15.5 µM | purified bovine MsrA, absorbance read-out | hit rate 0.75% among 360,000; in the data active = inhibition above about 4.5%;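 note: 0% = vehicle wells with enzyme and 100% = reference inhibitor wells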
Neddyl block = blocks human cullin neddylation. calls only at 25 µM. TR-FRET cullin neddylation, biochemical. hit rate 0.58% among 360,000. P61081+Q13564. AID 651699; in the data active = inhibition above about 36%
FAS TE block = FAS thioesterase (human) inhibition. recombinant FAS-TE, OMFH fluorogenic substrate, fluorescence endpoint. inhibition, % at 15 µM. hit rate 0.67% among 360,000. AID 602261;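 active = compounds whose normalised, plate-corrected inhibition of enzyme fluorescence in the single-dose primary screen is 50% or more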;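 note: 0% = DMSO with enzyme and 100% = substrate without enzyme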
CendR NRP1 mod = modulators of CendR peptide binding to human neuropilin-1. O14786. FAM-RPARPAR peptide binding to NRP-1, fluorescence polarization. inhibition, % at 25 µM. hit rate 0.85% among 360,000;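 active = inhibition or corrected inhibition above about 18%, plus a signal ratio from 0.5 to 1.5, limit read from the data, passing the limit was not always enough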; note: strong numbers were not always called active
bovine MsrA act = bovine methionine sulfoxide reductase A activation | purified bovine MsrA, absorbance read-out | activation, % at 10.6 µM | hit rate 0.3% among 360,000 | AID 602163; in the data active = activation above about 7.5%;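 note: 0% = vehicle and 100% = reference activator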
Rin1 Abl inh = inhibitors of human Rin1-Abl protein interaction | P00519+Q13671 | TR-FRET Rin1/Abl binding, biochemical | inhibition, % at 7.35 µM | hit rate 0.4% among 360,000 | AID 588664; in the data active = inhibition above about 5%, passing the limit was not always enough
Active calls of the source: *; i = inactive; . = no result given.

cpd	smiles	SKN-1 block	eLon inh	MT1-MMP act inh	MsrA inh	Neddyl block	FAS TE block	CendR NRP1 mod	bovine MsrA act	Rin1 Abl inh
1	CCCCNC(=O)C1(C)CCCCN1C(=O)c1cccs1 (centres undefined)	7.2	7.5	3.4	2.5	i	-12.4	-5.0	0.1	-2.1
2	NNc1ncnc2sc3c(c12)CCC3	5.6	-8.8	-1.8	0.4	i	-6.2	-0.8	-3.0	-1.5
3	CN(/C=C/C(=O)C(F)(F)C(F)(F)F)Cc1ccccc1	15.1	7.4	4.9	3.6	i	-5.8	-5.4	-2.3	-3.8
4	Cc1cc(S(=O)(=O)NC2CCCC2)ccc1-n1cnnn1	12.5	7.5	-4.2	0.0	i	-5.0	6.7	-1.8	2.7
5	CCCNS(=O)(=O)c1cccc(C(=O)NNC(=O)c2cc(C)oc2C)c1	2.3	0.2	-1.2	0.1	i	-4.0	6.7	-2.1	1.9
6	CCOc1ccc(OCCCC(=O)N(C)CC(=O)Nc2ccc(N3CCOCC3)cc2)cc1	-18.4	-11.1	.	0.3	i	-2.4	11.2	-12.4	-1.1
7	CSc1nc2ccccc2cc1/C=C(\C#N)c1ccc(Cl)c(Cl)c1	-5.7	-6.3	-4.2	0.6	i	14.9	-7.2	-11.0	-2.9
8	Cc1cccc(N2CCN(S(=O)(=O)c3ccc4c(c3)CC(=O)N4C)CC2)c1C	8.6	-12.8	-1.5	-0.5	i	36.8	7.0	-3.2	-3.9
9	O=C(C1CCN(S(=O)(=O)c2cccc3cccnc23)CC1)N1CCN(Cc2ccccc2)CC1	1.4	-5.5	-1.1	1.1	i	-3.2	-2.0	-7.1	-2.6
10	Cc1ccc(C(C#N)c2ccc(C(=O)c3ccc(F)cc3)cc2)cc1 (centres undefined)	-25.0	7.4	-2.5	1.7	i	30.8	33.4*	-0.5	2.7
11	O=[N+]([O-])c1ccccc1S(=O)(=O)Nc1cccc(-c2ccc3nncn3n2)c1	-3.4	10.2	1.6	0.8	i	-7.6	1.2	-3.0	-1.7
12	COCCn1c(C)cc(C(=O)COc2ccc(N(C)S(=O)(=O)c3ccc(C)cc3)cc2)c1C	1.5	2.1	-1.6	1.6	i	23.1	17.3	-4.0	1.7
13	CC(=O)N1CCC(C(=O)N2CCN(S(=O)(=O)c3ccc(F)cc3)CC2)CC1	4.2	-8.8	0.6	-0.1	i	-4.7	9.7	-0.4	1.8
14	Cc1ncc(CN2CCC(C(=O)Nc3ccc(-n4cccn4)cc3)CC2)s1	4.9	-8.1	-1.1	-0.6	i	-9.3	7.0	-3.3	3.5
15	C/C(=N\O)c1ccc(Cl)cc1Cl	-10.6	3.6	-2.3	-0.3	i	-1.8	-10.0	-1.5	0.1

Looked up above.
In FAS TE block, `CCOc1ccc(OCCCC(=O)N(C)CC(=O)Nc2ccc(N3CCOCC3)cc2)cc1` has the entry -2.4
In Rin1 Abl inh, `CN(/C=C/C(=O)C(F)(F)C(F)(F)F)Cc1ccccc1` has the entry -3.8
In MT1-MMP act inh, `COCCn1c(C)cc(C(=O)COc2ccc(N(C)S(=O)(=O)c3ccc(C)cc3)cc2)c1C` has the entry -1.6

Next entries:
cpd	smiles	SKN-1 block	eLon inh	MT1-MMP act inh	MsrA inh	Neddyl block	FAS TE block	CendR NRP1 mod	bovine MsrA act	Rin1 Abl inh
16	Cc1cccc(C)c1NC(=O)C1(C)CSCC(=O)N1CCCn1ccnc1 (centres undefined)	-8.5	.	-2.4	0.2	i	.	-4.5	.	.
17	Cc1c(N)cccc1-c1nc2ccccc2[nH]1	3.6	-6.1	1.0	-1.6	.	-8.3	-8.3	-3.9	-0.1
18	O=C(Nc1nc(-c2cccs2)c(-c2ccccc2)s1)c1ccco1	1.3	-8.5	-7.8	1.5	i	24.6	6.1	-4.6	-2.0
19	CC(=O)c1cc2c(cc1N/C(=N/S(=O)(=O)c1ccc(C)cc1)c1ccc(Cl)cc1)OCO2	11.1	2.7	-3.4	-0.3	i	-6.5	-0.8	-3.5	0.6
20	CCCN1C(=O)c2cc(C(=O)Nc3cccc(C(C)=O)c3)ccc2C1Nc1cccc(C(C)=O)c1 (centres undefined)	-0.3	0.6	7.2	-1.7	i	5.6	1.4	-4.2	-2.5
21	CCOC(=O)C1=C(C)NC(=O)/C1=C\N(C)C	18.6	-2.5	-2.1	0.4	i	-7.0	2.2	-0.7	-0.9
22	CN(C)c1oc(-c2ccccc2F)nc1C#N	1.6	-1.3	2.8	3.1	.	5.0	5.6	-5.4	-2.9
23	CCn1ncc(S(=O)(=O)Nc2cccnc2)c1C	13.8	-5.0	-3.9	-1.3	i	1.2	-0.2	-1.9	1.6
24	Cc1ccc(-n2nnnc2CNC(=O)c2ccc([N+](=O)[O-])o2)cc1C	8.4	-1.3	-4.7	0.9	i	1.0	-4.2	2.3	-0.2
25	CCCn1c(NCCO)nc2ccccc21	5.7	4.6	2.5	-0.9	i	-7.3	-0.2	-1.9	-3.6
26	COc1ccc(CNC(=O)COc2cc(O)c3c(c2)OC(C)(C)CC3=O)cc1	12.9	-3.5	-3.8	0.2	i	4.5	12.2	-5.4	4.2
27	CN(C(=O)COC(=O)c1cccnc1Nc1cccc(C(F)(F)F)c1)C1CCS(=O)(=O)C1 (centres undefined)	9.8	11.9	.	-0.1	i	2.2	4.1	-3.1	-2.6
28	CCN(CC)CCNc1ccc2nnc(CCNS(=O)(=O)c3ccc(C)cc3)n2n1	-2.5	-2.9	-0.6	0.3	i	-12.4	1.1	-3.9	1.2
29	COC(=O)C1CC(O)CN1S(=O)(=O)c1ccc2ccccc2c1 (centres undefined)	-9.1	2.5	2.4	0.9	i	-5.2	-7.7	-5.8	0.3
30	O=C(Nc1ccccc1)ON=C1c2ccccc2-c2ccccc21	13.6	2.2	1.1	-0.4	i	-1.3	14.2	-2.3	0.1
31	O=C(COC(=O)C12CC3CC(CC(C3)C1)C2)NCc1ccccc1	-13.6	-7.3	1.9	-0.7	i	10.0	15.6	3.2	1.3
32	CCOC(=O)C1=C[C@@H](C2CCCC2)N(S(=O)(=O)c2ccc([N+](=O)[O-])cc2)[C@H]1c1ccccc1	-1.2	5.3	-7.3	-0.3	i	30.7	9.9	-2.5	4.5
33	Cc1ncc([N+](=O)[O-])n1CC(=O)Nc1ccc(F)cc1	7.7	5.2	-2.2	-0.4	i	-4.7	-1.4	-3.1	3.3
34	COc1ccc(NC(=O)Cn2cc(C(=O)c3ccco3)c3ccccc32)cc1	-6.0	-3.5	7.4	2.7	i	12.1	1.5	-0.7	-0.5
35	CC(C)OC(=O)Nc1ccc2c(c1)N(C(=O)CCN1CCN(CCO)CC1)c1ccccc1CC2	-2.0	-1.0	2.5	-1.3	i	-7.3	9.8	-8.6	3.3
36	CC1(C)CC(=O)c2c(S(C)(=O)=O)sc(Br)c2C1	0.7	0.3	7.2	-0.9	i	-2.0	5.2	-3.7	-0.1
37	CC(C)c1ccc(NC(=O)c2ccccc2NC(=O)C2CCCCC2C(=O)O)cc1 (centres undefined)	-9.0	-3.5	0.8	0.1	i	6.6	5.3	-2.5	0.0
38	CCOCCCNCc1cc(Cl)ccc1OCC	-7.2	-1.0	-1.3	0.9	i	-7.0	4.7	-1.6	0.5
39	CCCCN(C(=O)c1cc(S(=O)(=O)N2CCOCC2)ccc1F)c1c(N)n(CCCC)c(=O)[nH]c1=O	1.3	-17.0	-1.8	-1.3	i	-4.7	8.4	-2.5	-0.2
40	O=C(c1ccc(S(=O)(=O)Nc2ccccc2)cc1)N1CCCC1	8.2	-4.0	-0.9	-0.1	i	-4.6	4.1	-4.8	2.8
41	COc1ccc(Cl)c2sc(N(CCN(C)C)C(=O)C3=COCCO3)nc12	9.4	7.0	1.1	-0.4	i	-5.5	3.6	-0.6	-2.6
42	COc1ccccc1NC(=O)COC(=O)c1c[nH]c(=O)[nH]c1=O	-0.9	3.8	2.6	1.4	i	-3.7	10.6	-7.1	-1.1
43	Cc1cc(C(=O)N/N=C/c2ccc3ccccc3c2)n[nH]1	-11.2	7.6	.	3.6	i	-3.3	-2.4	-11.9	-1.5
44	COC(=O)c1c(NC(=O)c2cccc(S(=O)(=O)N3CCN(C)CC3)c2)sc(C)c1C	13.9	-5.9	0.5	0.6	i	17.5	-13.2	-7.2	-5.5
45	COc1cccc(C(C(=O)NC(C)(C)C)N(CCc2ccccc2)C(=O)CCC(=O)Nc2cc(C)on2)c1OC (centres undefined)	0.1	3.5	-2.2	-0.2	i	4.3	0.6	-5.3	2.1
46	COC(=O)CC1C(=O)NCCN1C(=S)NC(=O)C(c1ccccc1)c1ccccc1 (centres undefined)	14.3	-8.8	3.5	0.7	i	-10.6	6.5	-1.1	-1.1
47	CC1CCN(C(=O)CSc2nc(N)c3c4c(sc3n2)CN(C)CC4)CC1	32.8	-5.2	-0.6	.	i	-5.2	-21.9	-0.4	1.0
48	O=C(NCc1nnc2c(C(F)(F)F)cc(Cl)cn12)C1CCCC1	9.9	-9.8	-0.6	0.1	i	-1.1	-17.7	-2.0	0.7
49	CC(C)C(NC(=O)c1ccccc1NC(=O)c1ccccc1)C(=O)NNC(=O)c1ccncc1 (centres undefined)	-9.3	-6.4	-2.8	1.0	i	0.0	-6.5	-6.6	1.1
50	COc1cccc(C(=O)Nc2ccc(C(=O)NCC(C)C)cc2)c1	5.1	0.8	2.6	0.9	i	1.2	8.9	-3.5	-1.0
51	CC(C)(C)C1CCc2onc(C(=O)Nc3cnn(Cc4ccc(F)cc4)c3)c2C1 (centres undefined)	8.6	-0.7	-2.7	-1.1	i	-3.6	-10.6	-1.8	-0.7
52	Cn1c(C2=C(O)CN(Cc3ccccc3)C2=N)[n+](C)c2ccccc21	12.8	2.9	-7.8	-0.6	i	-3.0	3.4	-1.1	-1.6
53	C/C(=N\NC(=O)c1cccc(S(=O)(=O)N2CCOCC2)c1)c1ccc(OC(F)F)cc1	3.6	4.2	7.2	-0.3	i	4.9	14.6	-1.1	0.2
54	O=S1(=O)c2ccccc2C(O)(c2ccccc2)c2ccccc21	10.2	-3.5	-0.6	0.3	i	-1.8	2.2	2.2	-1.4
55	CCCCOc1ccc(/C(N)=N/O)cc1	7.4	-5.3	0.1	-0.9	i	-7.8	-6.6	-0.9	-5.6
56	Cc1ccccc1-n1c(SCC(=O)N/N=C/c2c(C)nn(-c3ccccc3)c2C)nc2ccccc2c1=O	5.7	5.4	13.0	0.7	i	59.2*	-3.2	0.1	0.6
57	COc1ccc(NC(=O)Cc2c[nH]c3ccccc23)cc1S(=O)(=O)N1CCOCC1	9.5	-3.6	3.8	-1.2	i	-3.6	2.1	-1.4	1.9
58	CCN1C(=O)/C(=C\c2ccc3c(c2)OCO3)C(C(=O)OC)=C1C	-4.5	-6.2	-6.3	0.3	i	-7.9	-101.5	-5.1	1.8
59	Cc1cc(S(=O)(=O)N2CCCc3ccccc32)ccc1-n1cnnn1	-3.6	7.4	-0.3	0.2	i	-6.9	-8.2	-0.4	1.6
60	CC1(C)CC(=O)C(C=NCCN2CCN(C3CC(=O)N(c4ccc(Br)cc4)C3=O)CC2)=C(O)C1 (centres undefined)	-9.9	-1.4	1.8	1.2	i	-1.4	9.3	-1.6	1.8
61	Cc1cc(-c2ccc(/C=N/n3cnnc3)o2)ccc1Cl	24.2	-7.3	-3.4	4.8*	i	38.7	-51.0	-5.0	-3.5
62	Cc1c(Cc2ccccc2)c(=O)oc2cc(OCC(=O)NCc3ccccn3)ccc12	-12.9	-16.3	1.4	0.3	.	-6.5	0.1	-8.9	-1.6
63	Cc1ccc(CN2CCC2(C)C(=O)NC(C)C)cc1 (centres undefined)	14.5	-8.9	2.3	0.2	i	-6.8	3.2	-2.8	-1.4
64	C=CCn1c(=O)c(C(=O)NCc2ccccc2Cl)c(O)c2ccccc21	24.7	0.1	2.7	-0.2	i	23.5	8.7	-1.3	-1.8
